Compound activity as filed in PubChem.
yeast mlh1 rad18: NCI yeast anticancer drug screen, S. cerevisiae mlh1 rad18 strain; % growth inhibition at 50 µM; hit rate 11% among 79,000;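 further: 0% = growth of vehicle-only cultures of the same strain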
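Compound-treated yeast growth, normalised to vehicle controls. Strain bears defined DNA repair mutations.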
cln2 rad14: NCI yeast anticancer drug screen, S. cerevisiae cln2 rad14 strain; hit rate 8.3% among 78,000; growth inhibition, % at 50 µM; AID 165, 2004;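 further: 0% = growth of vehicle-only cultures of the same strain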
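Growth inhibition, relative to vehicle-treated controls, is the read-out. The test organism is a yeast strain with defined genetic alterations, cln2 rad14.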
yeast bub3: NCI yeast anticancer drug screen, S. cerevisiae bub3 mutant strain; hit rate 9.9% among 78,000; AID 167, 2004; growth inhibition, % at 50 µM;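 further: 0% = growth of vehicle-only cultures of the same strain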
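Growth of a checkpoint-deficient yeast mutant is measured after compound exposure. Values represent inhibition relative to vehicle.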
rad50: NCI yeast anticancer drug screen, S. cerevisiae rad50 strain | hit rate 10% among 79,000 | AID 155, 2004 | % growth inhibition at 50 µM;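 further: 0% = growth of vehicle-only cultures of the same strain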
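Vehicle-treated cultures provide the reference for the growth inhibition reported for compound-exposed, repair-deficient yeast.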
sgs1 mgt1: NCI yeast anticancer drug screen, S. cerevisiae sgs1 mgt1 strain; % growth inhibition at 50 µM; hit rate 10% among 78,000;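 further: 0% = growth of vehicle-only cultures of the same strain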
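Yeast cells carrying a defined DNA-repair defect were exposed to test compounds. Growth inhibition was measured relative to vehicle-treated controls.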
yeast mec2-1: NCI yeast anticancer drug screen, S. cerevisiae mec2-1 strain. % growth inhibition at 50 µM. hit rate 9% among 79,000. AID 157, 2004;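 further: 0% = growth of vehicle-only cultures of the same strain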
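Yeast mec2-1 mutant treated with compound. Readout: growth inhibition vs vehicle controls.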
* marks the source's active call; other numbers are inactive results; & = joins results of further samples. No stated cut-off is given here; in the data, active means growth inhibition above about 70%; inactive means the rest.

Screening CCOCCC(O)CC (centres undefined) returned yeast mlh1 rad18 14, cln2 rad14 18, yeast bub3 10, rad50 3, sgs1 mgt1 -5 and yeast mec2-1 -31.
Screening COc1ccc(/C=C/c2nc(=S)[nH][nH]2)cc1OC returned yeast mlh1 rad18 -3, cln2 rad14 12, yeast bub3 25, rad50 -18, sgs1 mgt1 13 and yeast mec2-1 -22.
CCCC(C)c1ccc(OCc2ccc(C)cc2)cc1 (centres undefined) was read as yeast mlh1 rad18 -5, cln2 rad14 14, yeast bub3 -1, rad50 2, sgs1 mgt1 -18 and yeast mec2-1 -4.
For COC(=O)C1=C(C)NC(C)=C(C(=O)OC)C1c1ccc(/[N+]([O-])=C/c2ccccc2)cc1 the results were yeast mlh1 rad18 93*, cln2 rad14 60, yeast bub3 79*, rad50 85*, sgs1 mgt1 96* and yeast mec2-1 71*.
Screening O=C1C(CO)(CO)CCCC1(CO)CO returned yeast mlh1 rad18 11, cln2 rad14 -8, yeast bub3 -3, rad50 14, sgs1 mgt1 11 and yeast mec2-1 6.
Screening COc1ccc(C(=O)Oc2ccccc2Cl)cc1 returned yeast mlh1 rad18 28, cln2 rad14 18, yeast bub3 36, rad50 1, sgs1 mgt1 5 and yeast mec2-1 -15.
`COc1ccc2[nH]c3c4c(cc(-c5ccccc5)c3c2c1)C(=O)N(c1ccccc1)C4=O` gave yeast mlh1 rad18 -7, cln2 rad14 11, yeast bub3 -4, rad50 -11, sgs1 mgt1 -17 and yeast mec2-1 -6.
O=C(/C=C/c1ccc2c(c1)OCO2)c1ccccc(=O)c1O was read as yeast mlh1 rad18 30, cln2 rad14 -23, yeast bub3 -2, rad50 6, sgs1 mgt1 13 and yeast mec2-1 5.
O=C(O)C1CC(O)CN1 (centres undefined) was read as yeast mlh1 rad18 2&14&31, cln2 rad14 -18&4&-5, yeast bub3 3&14&23, rad50 -2&12&27, sgs1 mgt1 2&15&31 and yeast mec2-1 -23&12&-10.
For CN(C)c1nc(N)c(C#N)c(C#N)c1C#N the results were cln2 rad14 54, yeast bub3 88*, rad50 70, sgs1 mgt1 81* and yeast mec2-1 88*.
CCOC(=O)C1C(C)=CC(=O)CC1C (centres undefined) was read as yeast mlh1 rad18 4, cln2 rad14 -5, yeast bub3 4, rad50 20, sgs1 mgt1 22 and yeast mec2-1 2.
For Cc1cc(C)c(S(N)(=O)=O)c(C)c1 the results were yeast mlh1 rad18 -1, cln2 rad14 -5, yeast bub3 -15, rad50 -1, sgs1 mgt1 -28 and yeast mec2-1 -17.
CCc1cc(-n2c3c(CC)c(=O)c(CC)cc-3nc3ccccc32)cc(CC)c1O was read as yeast mlh1 rad18 22, cln2 rad14 -30, yeast bub3 4, rad50 -18, sgs1 mgt1 2 and yeast mec2-1 4.
For Nc1ccc2c(ccc3ccc4ccccc4c32)c1 the results were yeast mlh1 rad18 96*, cln2 rad14 95*, yeast bub3 97*, rad50 97*, sgs1 mgt1 98* and yeast mec2-1 97*.
For COc1ccc2c(Cc3ccccc3)c3[n+](cc2c1OC)CCc1cc2c(cc1-3)OCO2 the results were yeast mlh1 rad18 99*, cln2 rad14 98*, yeast bub3 99*, rad50 99*, sgs1 mgt1 99* and yeast mec2-1 99*.
For C/C=C(/C)c1ccccc1 the results were yeast mlh1 rad18 25, cln2 rad14 10, yeast bub3 5, rad50 -5, sgs1 mgt1 -1 and yeast mec2-1 2.
CCN(CC)C(=O)CCC1CCCCC1 was read as yeast mlh1 rad18 -24, cln2 rad14 -39, yeast bub3 -14, rad50 -35, sgs1 mgt1 -12 and yeast mec2-1 -19.
Oc1ccc(Br)cc1/C=N/NC(=S)Nc1cccc2cccnc12 was read as yeast mlh1 rad18 33, cln2 rad14 26, yeast bub3 4, rad50 35, sgs1 mgt1 43 and yeast mec2-1 25.
c1ccc(Nc2cccc3ccccc23)cc1 was read as yeast mlh1 rad18 96*, cln2 rad14 95*, yeast bub3 91*, rad50 95*, sgs1 mgt1 96* and yeast mec2-1 96*.
For COC1OC2COC(c3ccccc3)OC2C(NC(C)=O)C1OC(C)=O (centres undefined) the results were yeast mlh1 rad18 -13, cln2 rad14 10, yeast bub3 -12, rad50 5, sgs1 mgt1 9 and yeast mec2-1 18.
Screening NC(C/[N+]([O-])=N/O)C(=O)O (centres undefined) returned yeast mlh1 rad18 47&36&32, cln2 rad14 19&1&6, yeast bub3 22&17&0, rad50 57&47&41, sgs1 mgt1 48&40&36 and yeast mec2-1 33&22&11.
Screening Cc1ccc(O)c(-c2ccnn2-c2ccccc2)c1 returned yeast mlh1 rad18 36, cln2 rad14 -11, yeast bub3 5, rad50 20, sgs1 mgt1 15 and yeast mec2-1 34.
`CN(C)CC1(C)Cc2cc(Cl)sc2C1=O` (centres undefined) gave yeast mlh1 rad18 -4, cln2 rad14 -13, yeast bub3 9, rad50 4, sgs1 mgt1 8 and yeast mec2-1 -8.
`CCOC(=O)C(C#N)C(=O)c1ccccc1-c1ccccc1[N+](=O)[O-]` (centres undefined) gave yeast mlh1 rad18 5, cln2 rad14 -9, yeast bub3 -13, rad50 8, sgs1 mgt1 3 and yeast mec2-1 1.
`NNC(=O)CCC1(c2ccccc2)CCCC/C1=N/O` (centres undefined) gave yeast mlh1 rad18 -19, cln2 rad14 -27, yeast bub3 -16, rad50 -5, sgs1 mgt1 -1 and yeast mec2-1 5.
CN1C(=S)C2=C(c3ccccc3)N(C)C(=S)C2=C1c1ccccc1 was read as yeast mlh1 rad18 26, cln2 rad14 29, yeast bub3 -2, rad50 6, sgs1 mgt1 10 and yeast mec2-1 -6.
For CN(C)c1nc(N)c2nc(-c3ccccc3)c(-c3ccccc3)nc2n1 the results were yeast mlh1 rad18 36, cln2 rad14 -48, yeast bub3 26, rad50 40, sgs1 mgt1 52 and yeast mec2-1 -8.
COc1ccc(-n2nc3c(ccc4ccccc43)c2N)cc1 was read as yeast mlh1 rad18 8, cln2 rad14 -2, yeast bub3 0, rad50 3, sgs1 mgt1 16 and yeast mec2-1 -8.
Screening Cc1ccc(OC(=O)c2ccccc2)cc1 returned yeast mlh1 rad18 -15, cln2 rad14 -7, yeast bub3 -9, rad50 9, sgs1 mgt1 -19 and yeast mec2-1 -10.
CNC(=S)N(C1CCCCC1)C1CCCCC1 was read as yeast mlh1 rad18 37, cln2 rad14 -15, yeast bub3 -10, rad50 26, sgs1 mgt1 -2 and yeast mec2-1 -13.
C=CCCCC12CCCc3cccc(c31)NC2=O (centres undefined) was read as yeast mlh1 rad18 35, cln2 rad14 48, yeast bub3 46, rad50 49, sgs1 mgt1 25 and yeast mec2-1 17.
`OC(C1CCCCCCCCCC1)C(O)C1CCCCCCCCCC1` (centres undefined) gave yeast mlh1 rad18 -9, cln2 rad14 15, yeast bub3 -38, rad50 -35, sgs1 mgt1 3 and yeast mec2-1 -39.
CCCCCC/C=C\C=C\CCCCCCCC(=O)O was read as yeast mlh1 rad18 15, cln2 rad14 -22, yeast bub3 -6, rad50 12, sgs1 mgt1 16 and yeast mec2-1 -18.
COc1ccc(CC2(Cc3ccc(OC)cc3)CCOC2=O)cc1 was read as yeast mlh1 rad18 -31, cln2 rad14 1, yeast bub3 2, rad50 -23, sgs1 mgt1 -16 and yeast mec2-1 -32.
Screening COc1ccc(-c2c(-c3ccccc3)c(-c3ccccc3)nn2-c2ccccc2)cc1 returned yeast mlh1 rad18 21, cln2 rad14 22, yeast bub3 2, rad50 45, sgs1 mgt1 35 and yeast mec2-1 5.
Screening COC1=CC(=O)c2ccc3ccccc3c2C1=O returned yeast mlh1 rad18 86*, cln2 rad14 89*, yeast bub3 89*, rad50 87*, sgs1 mgt1 89* and yeast mec2-1 90*.
Screening COc1ccc2c(c1)CCC1=C2CCC(C(=O)O)C1(C)C(=O)O (centres undefined) returned yeast mlh1 rad18 -25, cln2 rad14 4, yeast bub3 -4, rad50 2, sgs1 mgt1 9 and yeast mec2-1 -3.
`O=C1CCC2CCC(=O)N12` gave yeast mlh1 rad18 6, cln2 rad14 2, yeast bub3 -11, rad50 1, sgs1 mgt1 -10 and yeast mec2-1 -2.
For CC1=CC2OC3C(OC(=O)c4ccccc4)C(OC(=O)c4ccccc4)C(C)(C2(COC(=O)c2ccccc2)CC1)C31CO1 (centres undefined) the results were yeast mlh1 rad18 18, cln2 rad14 8, yeast bub3 5, rad50 6, sgs1 mgt1 2 and yeast mec2-1 -3.
Screening CC(=O)Nc1c(C)cc(C)cc1[N+](=O)[O-] returned yeast mlh1 rad18 22, cln2 rad14 3, yeast bub3 6, rad50 8, sgs1 mgt1 -13 and yeast mec2-1 7.

5 structures from above, arranged by length of the SMILES, descending.
Screening COc1ccc(-c2c(-c3ccccc3)c(-c3ccccc3)nn2-c2ccccc2)cc1 returned yeast mlh1 rad18 21, cln2 rad14 22, yeast bub3 2, rad50 45, sgs1 mgt1 35 and yeast mec2-1 5.
`CCOC(=O)C(C#N)C(=O)c1ccccc1-c1ccccc1[N+](=O)[O-]` (centres undefined) gave yeast mlh1 rad18 5, cln2 rad14 -9, yeast bub3 -13, rad50 8, sgs1 mgt1 3 and yeast mec2-1 1.
COc1ccc(-n2nc3c(ccc4ccccc43)c2N)cc1 was read as yeast mlh1 rad18 8, cln2 rad14 -2, yeast bub3 0, rad50 3, sgs1 mgt1 16 and yeast mec2-1 -8.
`NNC(=O)CCC1(c2ccccc2)CCCC/C1=N/O` (centres undefined) gave yeast mlh1 rad18 -19, cln2 rad14 -27, yeast bub3 -16, rad50 -5, sgs1 mgt1 -1 and yeast mec2-1 5.
Screening Cc1ccc(O)c(-c2ccnn2-c2ccccc2)c1 returned yeast mlh1 rad18 36, cln2 rad14 -11, yeast bub3 5, rad50 20, sgs1 mgt1 15 and yeast mec2-1 34.

Back to the main list; the 3 compounds before the break are reprinted first.
`O=C1CCC2CCC(=O)N12` gave yeast mlh1 rad18 6, cln2 rad14 2, yeast bub3 -11, rad50 1, sgs1 mgt1 -10 and yeast mec2-1 -2.
For CC1=CC2OC3C(OC(=O)c4ccccc4)C(OC(=O)c4ccccc4)C(C)(C2(COC(=O)c2ccccc2)CC1)C31CO1 (centres undefined) the results were yeast mlh1 rad18 18, cln2 rad14 8, yeast bub3 5, rad50 6, sgs1 mgt1 2 and yeast mec2-1 -3.
Screening CC(=O)Nc1c(C)cc(C)cc1[N+](=O)[O-] returned yeast mlh1 rad18 22, cln2 rad14 3, yeast bub3 6, rad50 8, sgs1 mgt1 -13 and yeast mec2-1 7.
COC(=O)C(C)CC(=O)c1ccc2ccc3cccc4ccc1c2c34 (centres undefined) was read as yeast mlh1 rad18 -4, cln2 rad14 -35, yeast bub3 19, rad50 -17, sgs1 mgt1 -2 and yeast mec2-1 -18.
For Cc1cc(NCCCCCCCNc2cc(C)nc3cc(N)ccc23)c2ccc(N)cc2n1 the results were yeast mlh1 rad18 92*, cln2 rad14 82*, yeast bub3 87*, rad50 80*, sgs1 mgt1 86* and yeast mec2-1 86*.
For Cc1onc(-c2ccccc2)c1NC(=O)OCc1ccc(-c2cc(C(F)(F)F)cc(C(F)(F)F)c2)o1 the results were yeast mlh1 rad18 12, cln2 rad14 10, yeast bub3 4, rad50 0, sgs1 mgt1 -3 and yeast mec2-1 -15.
Screening C/C(=N/NC(N)=S)c1ccc(C)cc1 returned yeast mlh1 rad18 66, cln2 rad14 2, yeast bub3 45, rad50 69, sgs1 mgt1 40 and yeast mec2-1 4.
Screening CC1(C)C2CC=C(CCO)C1C2 (centres undefined) returned yeast mlh1 rad18 -21, cln2 rad14 -21, yeast bub3 0, rad50 -3, sgs1 mgt1 2 and yeast mec2-1 -6.
Screening CCCCCCCCCCC(C)Br (centres undefined) returned yeast mlh1 rad18 2, cln2 rad14 1, yeast bub3 29, rad50 20, sgs1 mgt1 10 and yeast mec2-1 -12.
`COC1OC2COC(C)OC2C2OC12` (centres undefined) gave yeast mlh1 rad18 -24&-21, cln2 rad14 9&10, yeast bub3 -2&-4, rad50 -16&-16, sgs1 mgt1 1&-6 and yeast mec2-1 -38&-30.
For C/C(=N\NC(=S)Nc1ccccc1)[C@H]1C2CCC(C2)C1C/C=C\CCCC(=O)O (some centres undefined) the results were yeast mlh1 rad18 13, cln2 rad14 48, yeast bub3 37, rad50 26, sgs1 mgt1 26 and yeast mec2-1 17.
`COc1cc2c(cc1C)C1=C(C)C(=O)OC1[C@@H](O)[C@@H]2C` (some centres undefined) gave yeast mlh1 rad18 19, cln2 rad14 3, yeast bub3 19, rad50 17, sgs1 mgt1 18 and yeast mec2-1 12.
`Cc1cccc(C)c1-n1cc(NC(=S)NC(=O)c2ccccc2)n(C(=O)c2ccccc2)c1=S` gave yeast mlh1 rad18 17, cln2 rad14 2, yeast bub3 -4, rad50 -10, sgs1 mgt1 -15 and yeast mec2-1 -2.
